Compound activity: PubChem, several laboratories
aSyn UTR inh – MLPCN primary screen, SNCA 5' untranslated region | 300,000 compounds, 0.82% hits | alpha-synuclein 5'UTR reporter, inhibitor activity | inhibition, % (tested at 7.5 µM); in the data active means inhibition above about 60%;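 further: H4 neuroglioblastoma cells stably carrying SNCA 5'UTR luciferase fusion; 0% = DMSO wells and 100% = positive control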
AI-2 QS modul – modulators of Vibrio harveyi AI-2 quorum sensing system; Vibrio harveyi JMH597 AI-2 luminescence/OD600 ratio, 9 h; stronger effect = lower value; strain lacks LuxN and CqsS sensors; 0 = neutral-control median; activity change, % at 7.5 µM; 300,000 compounds, 0.4% hits; AID 2094; in the data active means activity change below about -75%, passing the limit was not always enough;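 further: luminescence divided by OD600 gain over 9 h not by final OD600 alone; inactives centre near 13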
KLF5 inhibitor – kruppel-like factor 5 inhibition; DLD-1 KLF5 promoter-luciferase reporter, luminescence; inhibition, % at 5 µM; 290,000 compounds, 0.23% hits; AID 1700;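 active means inhibition above a per-plate limit of that plate's mean compound inhibition plus 3 SD, cut at about 60% in these data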;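 further: 0% = DMSO wells and 100% = LY294002 at 200 µM; higher means less KLF5 promoter-driven luciferase light; inactives centre near -14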
HSF1 inhib – HSF1 inhibition; NIH3T3-HGL HSE-luciferase, MG132-induced, luminescence 8 h; stronger effect = lower value; activity change, negative = inhibition, % at 7.5 µM (by protocol); 300,000 compounds, 0.77% hits; AID 2098;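 active means more than half of replicate wells show activity change below -50%, luminescence cut by over half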;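 further: luciferase reports HSF-1 transcriptional activity via heat shock element; 0% = median of DMSO wells and -100% = zero luminescence signal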
IEC-6 tox – kills IEC-6 intestinal cells in KLF5 counter-screen; IEC-6 cytotoxicity, luminescence viability; inhibition, % at 5 µM; 290,000 compounds, 0.78% hits; AID 1825; in the data active means inhibition above about 22%;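 further: 0% = plate median of test compound wells and 100% = cytotoxic reference compound wells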
HIF act – HIF pathway transcriptional activation; U2OS HRE-luciferase reporter, luminescence; normalized: DMSO 0%, desferrioxamine 100%; activation, % at 7.5 µM (by protocol); 300,000 compounds, 0.32% hits;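 active means mean activation of at least 10% of the iron chelator positive control signal, with at least half of replicates also reaching 10%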
HSP90 inh – blocks HSP90-mediated luciferase refolding in reticulocyte lysate. AID 1789. Rabbit reticulocyte lysate, luciferase refolding luminescence, 3 h. inhibition, % at 5.6 µM. 290,000 compounds, 0.91% hits;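 active means inhibition above the screen-wide mean plus 3 SD, computed separately per campaign, cut at about 16% in these data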;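 further: 0% = DMSO wells and 100% = 60 µM geldanamycin wells; inhibitors lower the luminescence because luciferase stays unfolded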
GSK3 alpha inh – inhibitors of human GSK-3 alpha kinase | ADP-Glo luminescence, 60 min | inhibition, % at 10 µM | 320,000 compounds, 0.1% hits | AID 2650;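 in the data active means inhibition above about 50%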;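 further: GST-tagged GSK-3 alpha with peptide substrate and 25 µM ATP; 0% = DMSO neutral wells and 100% = GW8510 positive control wells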
Target sequence (P49840 whole entry, looked up): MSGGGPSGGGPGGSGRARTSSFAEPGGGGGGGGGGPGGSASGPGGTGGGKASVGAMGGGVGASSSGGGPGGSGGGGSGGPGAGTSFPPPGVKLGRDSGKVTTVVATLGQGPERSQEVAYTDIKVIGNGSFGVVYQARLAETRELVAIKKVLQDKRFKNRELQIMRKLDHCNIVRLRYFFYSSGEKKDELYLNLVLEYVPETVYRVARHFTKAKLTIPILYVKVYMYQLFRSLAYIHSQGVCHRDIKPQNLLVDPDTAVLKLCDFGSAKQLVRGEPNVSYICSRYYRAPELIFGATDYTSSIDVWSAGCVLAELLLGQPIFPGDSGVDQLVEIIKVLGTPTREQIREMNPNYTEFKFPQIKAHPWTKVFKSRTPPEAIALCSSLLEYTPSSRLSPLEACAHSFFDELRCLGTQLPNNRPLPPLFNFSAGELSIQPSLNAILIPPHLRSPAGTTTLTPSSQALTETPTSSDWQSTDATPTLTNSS
HSF1 activator – increases HSF-1 driven luciferase reporter signal; NIH3T3-HGL HSF-1 luciferase reporter, MG132, 8 h; 100% = twice DMSO control signal; 300,000 compounds, 1.7% hits; activation, % at 9 µM;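 active means mean replicate activation of at least 50% with a set share of replicates each reaching 50%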;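 further: 0% = median of the neutral control wells and 100% = twice that signal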
GSK3B inh – human GSK3beta kinase inhibition; activity score (negative = inhibition), % at 10 µM; GST-GSK3beta kinase, ADP-Glo luminescence, 60 min; stronger effect = lower value; P49841; 300,000 compounds, 0.038% hits; AID 2097;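 active means more than half of replicate wells score below -50%, meaning over 50% inhibition versus plate controls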;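 further: 0% = median DMSO wells and -100% = median GW8510 positive control wells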
Target sequence (P49841 whole entry, looked up): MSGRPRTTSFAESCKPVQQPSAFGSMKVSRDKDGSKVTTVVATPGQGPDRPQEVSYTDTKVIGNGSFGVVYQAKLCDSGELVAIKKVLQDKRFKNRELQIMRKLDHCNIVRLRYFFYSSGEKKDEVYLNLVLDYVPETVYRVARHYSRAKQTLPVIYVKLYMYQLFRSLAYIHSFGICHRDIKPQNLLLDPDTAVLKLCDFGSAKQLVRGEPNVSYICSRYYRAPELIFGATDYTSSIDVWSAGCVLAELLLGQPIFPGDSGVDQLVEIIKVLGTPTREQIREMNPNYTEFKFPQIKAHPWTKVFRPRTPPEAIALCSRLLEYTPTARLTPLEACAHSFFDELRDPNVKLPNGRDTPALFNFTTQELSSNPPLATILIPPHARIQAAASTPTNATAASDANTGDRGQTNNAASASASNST
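Assay system: GST-fused GSK3beta enzyme, cell-free / Medium: Tris pH 7.5 buffer with MgCl2, DTT, BSA, heparin / Also added: peptide substrate plus 25 µM ATP (final) / Compound: 10 µM single point / Timing: kinase reaction with compound 60 min at room temperature / Detection: ADP-Glo luminescence / Benchmarks: DMSO neutral wells and GW8510 at 20 µM as positive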
* = called active by the depositor; nt = no result given.

cpd	Molecule	GSK3 alpha inh	KLF5 inhibitor	aSyn UTR inh	GSK3B inh	AI-2 QS modul
1	Nc1nc(SCC(=O)NCCCO)nc2sc3c(c12)CCC3	8	-24	4	-1	7
2	COc1ccc(NC(=O)NNC(=O)CCC(=O)Nc2ccccc2Cl)cc1	-3	1	-2	-5	28
3	O=C(Nc1ccccc1Br)C1CCN(C(=O)Cc2ccccc2)CC1	-3	1	23	-1	6
4	S=c1nc(-c2ccccc2Br)[nH][nH]1	-3	-14	0	3	33
5	CC(=O)c1c(C)c[nH]c1C	-1	-24	-2	2	10
6	Cc1c(C(=O)N2CCC[C@H]2CO)oc2c(F)cccc12	0	-27	-47	1	6
7	CSc1ccccc1OCc1cc(C(=O)NCCCn2nc(C)cc2C)no1	4	7	11	-4	23
8	O=C(COc1ccc(S(=O)(=O)N2CCCC2)cc1Cl)NC1CCCC1	7	-30	-25	nt	nt
9	COCCCNc1nc2c(c(=O)n(Cc3ccc(F)cc3)c(=O)n2C)n1C	-1	-43	9	-6	7
10	CN(C)/C=N/C(=S)Nc1cc(Cl)cc(Cl)c1	-1	-31	-12	-3	-5
11	C#CCn1c(S(=O)(=O)Cc2ccc(F)cc2)nc(-c2ccccc2)c1-c1ccccc1	nt	39	21	3	23
12	Cc1ccc(-c2[nH]c(-c3ccccc3)nc2SCC(=O)NCC2CCCO2)cc1 (stereo unspecified)	-2	2	6	0	4

cpd	HSP90 inh	IEC-6 tox	HIF act	HSF1 activator	HSF1 inhib
1	-1	4	-0.1	-1	1
2	2	-1	0.1	8	-4
3	6	3	0.2	-8	-9
4	-2	-9	nt	12	2
5	-1	4	-0.2	-5	-1
6	-2	-4	4.3	7	6
7	3	1	0.2	42	15
8	1	1	0.0	-17	-10
9	3	7	-0.1	12	3
10	0	2	-0.4	-1	-2
11	3	1	-1.0	26	23
12	6	3	0.2	-17	-6

A draw from above in order of number of heavy atoms, rising:
cpd	Molecule	GSK3 alpha inh	KLF5 inhibitor	aSyn UTR inh	GSK3B inh	AI-2 QS modul
4	S=c1nc(-c2ccccc2Br)[nH][nH]1	-3	-14	0	3	33
10	CN(C)/C=N/C(=S)Nc1cc(Cl)cc(Cl)c1	-1	-31	-12	-3	-5
1	Nc1nc(SCC(=O)NCCCO)nc2sc3c(c12)CCC3	8	-24	4	-1	7
8	O=C(COc1ccc(S(=O)(=O)N2CCCC2)cc1Cl)NC1CCCC1	7	-30	-25	nt	nt
9	COCCCNc1nc2c(c(=O)n(Cc3ccc(F)cc3)c(=O)n2C)n1C	-1	-43	9	-6	7
7	CSc1ccccc1OCc1cc(C(=O)NCCCn2nc(C)cc2C)no1	4	7	11	-4	23
12	Cc1ccc(-c2[nH]c(-c3ccccc3)nc2SCC(=O)NCC2CCCO2)cc1 (stereo unspecified)	-2	2	6	0	4
11	C#CCn1c(S(=O)(=O)Cc2ccc(F)cc2)nc(-c2ccccc2)c1-c1ccccc1	nt	39	21	3	23

cpd	HSP90 inh	IEC-6 tox	HIF act	HSF1 activator	HSF1 inhib
4	-2	-9	nt	12	2
10	0	2	-0.4	-1	-2
1	-1	4	-0.1	-1	1
8	1	1	0.0	-17	-10
9	3	7	-0.1	12	3
7	3	1	0.2	42	15
12	6	3	0.2	-17	-6
11	3	1	-1.0	26	23

The list continues.
cpd	Molecule	GSK3 alpha inh	KLF5 inhibitor	aSyn UTR inh	GSK3B inh	AI-2 QS modul
13	COc1ccc(/C=C2\Oc3cc(OCC(=O)N4CCC[C@H]4C(=O)O)ccc3C2=O)cc1OC	0	15	14	1	18
14	Cc1ccc(C(=O)C2CCN(CC(=O)Nc3ccc(N(C)C)cc3)CC2)cc1	-1	-2	15	4	39
15	OCCC1CN(Cc2cccc3nonc23)CCN1C1CCCCC1 (stereo unspecified)	0	-23	-14	2	41
16	CCN(CC)C(=O)CSc1nnc(COc2ccccc2)n1N	-3	-27	-11	1	17
17	COc1ccc(-c2nn(CCC#N)cc2/C=N/O)cc1OC	30	-6	15	-34	3
18	COc1ccc(CCNC(=O)C2CC2)cc1OC	-3	-30	2	0	24
19	C[C@H]1CC[C@]2(O[C@@H](CCO)C[C@@H](O)[C@@H]2O)O1	-2	nt	18	1	13
20	COc1ccc2[nH]c(C(=O)NCc3ccccc3)c(C)c2c1	-2	-9	-10	2	0
21	C=C1CCN([C@@H](Cc2ccccc2)C(=O)Nc2ccc(OC)cc2)S(=O)(=O)c2ccccc21	1	nt	-3	3	19
22	COc1ccc(CC(=O)NCc2nnc(SCCOc3ccccc3)n2C)cc1	0	-3	17	-2	10
23	COc1ccccc1N1CCN(C(=O)CCCC2=NS(=O)(=O)c3ccccc3N2)CC1	2	0	12	0	9
24	Cc1ccc(C(C(=O)NCC2CCCO2)N(Cc2ccccc2)C(=O)c2ccc(-c3ccccc3)[nH]2)o1 (stereo unspecified)	-4	-33	22	-4	6

cpd	HSP90 inh	IEC-6 tox	HIF act	HSF1 activator	HSF1 inhib
13	-3	1	-0.2	1	0
14	7	0	0.2	-10	3
15	-5	-6	0.5	16	3
16	0	-1	-0.2	5	-6
17	-6	-2	-0.2	10	-4
18	-9	-1	-0.2	-15	-2
19	nt	nt	0.2	-4	-1
20	6	4	0.7	6	8
21	nt	nt	0.3	30	16
22	3	2	0.5	-16	2
23	-4	0	-0.1	11	2
24	0	-9	0.2	6	5

(further entries)
cpd	Molecule	GSK3 alpha inh	KLF5 inhibitor	aSyn UTR inh	GSK3B inh	AI-2 QS modul
25	Cc1noc(C)c1S(=O)(=O)Nc1ccc(C(=O)NCCc2ccccc2)cc1	-3	-17	14	3	17
26	COc1ccc(CC(=O)OC(C)CN2CCOCC2)cc1 (stereo unspecified)	0	-6	-13	2	15
27	O=c1c2c(-c3ccccc3)csc2ncn1/N=C/c1cccc([N+](=O)[O-])c1O	1	-9	-8	-2	35
28	Cc1ccc(SCCC(=O)NCc2ccccn2)cc1	0	-14	-32	0	9
29	CNC(=O)c1cc(Nc2nnc(C)c3ccccc23)ccc1OC	2	-5	-10	2	12
30	CC(C)(C)C(=O)Nc1nnc(SCC(=O)NC2CCCCC2)s1	-1	1	13	1	11
31	Cn1c(=O)c2ccccc2n(CC(=O)NC2CCCCC2)c1=O	2	-39	-10	2	11
32	COc1cccc(C(=O)NCCS(=O)(=O)NCc2cccs2)c1	-7	nt	0	1	29
33	CC(C)(C)OC(=O)CC1(C#N)c2ccccc2C(Br)=CN1C(=O)c1ccccc1 (stereo unspecified)	-1	nt	23	5	8
34	COc1cc(OC)c(C(=O)OCN2C(=O)c3ccccc3C2=O)cc1OC	-2	-11	-9	3	7
35	Cc1ccccc1C(=O)N1CCC(C(=O)Nc2ccc3c(c2)OCO3)CC1	-2	-1	16	2	18
36	CCN(CC)C(=O)c1csc(Nc2ccc(C)cc2)n1	-1	-15	-12	0	37

cpd	HSP90 inh	IEC-6 tox	HIF act	HSF1 activator	HSF1 inhib
25	2	6	-1.6	-6	-10
26	2	0	-0.4	-14	-5
27	-1	3	-0.2	-20	-1
28	7	2	0.5	-2	-5
29	4	3	-0.4	-7	-3
30	2	-1	0.4	4	-9
31	-3	3	-0.3	5	-6
32	nt	nt	-29	2	-2
33	nt	nt	-0.7	11	1
34	-2	7	0.0	6	-1
35	3	-7	-0.1	3	-9
36	0	-2	0.1	nt	nt

Later entries
cpd	Molecule	GSK3 alpha inh	KLF5 inhibitor	aSyn UTR inh	GSK3B inh	AI-2 QS modul
37	Cc1c(Cl)cccc1NC(=O)CNC(=O)c1ccc(F)cc1	1	-9	25	0	12
38	CCOc1ccc(NC(=O)CSc2nnc(C)n2Cc2ccccc2)cc1	-3	-14	3	-5	1
39	COc1ccc(/C=N/Nc2nnc(-c3ncc[nH]3)c3ccccc23)cc1	1	-72	-203	-1	27
40	Cc1cc(C)cc(NS(=O)(=O)Cc2ccccc2)c1	7	-20	2	2	2
41	CCCCS(=O)(=O)C1CCS(=O)(=O)C1 (stereo unspecified)	-2	-5	27	-2	26
42	CC(NS(=O)(=O)c1c(N)n(C)c(=O)n(C)c1=O)c1ccccc1 (stereo unspecified)	-2	-5	-2	4	5
43	CCCCNC(=O)c1c[nH]c2ccc(S(=O)(=O)N3CCOCC3)cc2c1=O	-2	-17	-27	0	9
44	Cc1cccc2c1cnn2C(=O)CCC(=O)NC1CCCCC1	2	-44	-11	3	26
45	O=C(N/N=C/c1cccc([N+](=O)[O-])c1)c1cc2ccccc2o1	1	-59	-5	2	11
46	O=C1CCCCC1Sc1nnc(-c2ccc3c(c2)OCO3)o1 (stereo unspecified)	-3	66*	33	1	-1
47	CCN(CC)S(=O)(=O)c1ccc(Cl)c(C(=O)Nc2ccc(Cl)cc2[N+](=O)[O-])c1	-4	3	-9	3	4
48	CC[C@H](C)[C@H](NC(N)=O)C(=O)NCCc1ccc(Cl)cc1	-1	-27	23	3	10

cpd	HSP90 inh	IEC-6 tox	HIF act	HSF1 activator	HSF1 inhib
37	1	-2	0.1	7	3
38	1	3	0.1	-20	-9
39	-2	3	3.7	-15	-6
40	2	4	1.1	15	3
41	1	-1	-0.5	-9	6
42	-2	-2	0.1	-21	2
43	-1	0	-0.6	41	19
44	-1	-9	0.3	3	1
45	0	-5	-0.3	48	7
46	75*	6	-5.5	-41	-34
47	-6	0	-0.6	12	2
48	2	-1	-0.8	-14	-9

The list continues:
cpd	Molecule	GSK3 alpha inh	KLF5 inhibitor	aSyn UTR inh	GSK3B inh	AI-2 QS modul
49	Cc1ccc(OCC(=O)N(C)CC(=O)Nc2ccc(N3CCOCC3)cc2)cc1	1	nt	-2	nt	nt
50	Cc1ccccc1NC(=O)C1CCC(=O)N1 (stereo unspecified)	0	-19	-14	-1	9
51	Cc1[nH][nH]c(=O)c1N=Nc1ccccc1	7	-43	9	0	-5
52	CC(C)[C@H](NC(=O)C1CCN(S(=O)(=O)c2ccc(F)cc2)CC1)C(=O)N1CCCC1	-3	11	16	6	-1
53	c1ccc(SCCN2CCN(c3ccccc3)CC2)cc1	-4	-44	-60	0	-13
54	COC(=O)Nc1nc2ccc(C(=O)c3ccc(F)cc3)cc2[nH]1	0	17	99*	0	4
55	O=C(O)c1ccc(Nc2nc(-c3cccnc3)cs2)cc1	0	-83	-88	-1	27
56	O=C(O)c1nn(-c2ccc(Cl)cc2)ccc1=O	-3	-19	5	1	37
57	CCc1nnc(NS(=O)(=O)c2ccc(NC(=S)NC(=O)c3ccc(F)cc3)cc2)s1	1	-24	-2	5	7

cpd	HSP90 inh	IEC-6 tox	HIF act	HSF1 activator	HSF1 inhib
49	nt	nt	0.4	-1	1
50	-1	3	-1.1	-16	-6
51	6	-4	0.1	20	-7
52	4	-3	0.0	-11	2
53	-3	7	1.8	5	8
54	1	20	0.6	-30	-17
55	3	2	0.9	17	3
56	3	2	-2.2	2	0
57	-5	-4	-0.5	14	-2
